# Source: PubChem (Southern Research Specialized Biocontainment Screening Center)
# Rac1 GTP hydrolysis = MgcRacGAP GTPase-activating activity inhibitors, confirmation, biochemical, ADP Hunter fluorescence; Rac GTPase-activating protein 1 (Homo sapiens); MgcRacGAP-stimulated Rac1 GTP hydrolysis, ADP Hunter fluorescence; higher % means a stronger effect; GST-tagged Rac1 F28L mutant substrate; inhibition, % at 30 µM; hits with a dose series show IC50 in µM; actives 0.6% (n = 340,000);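 active = first-screen hits whose inhibition reached a set limit at any dose in the follow-up dose series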;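 note: fluorescence reports GDP produced by GAP-driven GTP hydrolysis; strong numbers were not always called active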
# Dengue-2 NS5 capping = Dengue-2 NS5 methyltransferase inhibitors, primary screen, biochemical, confirmation dose response (AID 588689). Genome polyprotein (Dengue virus type 2 (strain 16681-PDK53)). Dengue-2 NS5 methyltransferase capping enzyme assay, biochemical; higher % means a stronger effect. one-dose inhibition, % at 25 µM; IC50 in µM for titrated hits. actives 0.3% (n = 340,000); in the data active = a potency from the dose series
# RSV CPE inhibition = RSV antiviral activity via CPE protection, HEp-2 cells, primary 10 µM value included (AID 2391); HEp-2 cells, RSV-induced CPE inhibition; higher % means a stronger effect; CPE inhibition, % at 10 µM; hits with a dose series show IC50 in µM; actives 0.13% (n = 310,000); in the data active = a potency from the dose series; note: strong numbers were not always called active
# The depositor's hits bear a star.
# Value order: Rac1 GTP hydrolysis	Dengue-2 NS5 capping	RSV CPE inhibition
- COc1cc(OC)cc(-c2c(-c3cccs3)c3cc(Br)ccc3n2C)c1
    8%	-2%	5.5%
- Nc1c(Cl)c(Cl)nc(C(=O)OCC(=O)NCc2ccccc2)c1Cl
    4%	-8%	2.2%
- Cc1c(C(C)CCCO)oc(=O)c2c1Oc1c(C)c(C(C)C[C@@H](C)O)oc(=O)c1C2 (stereo partly drawn)
    12%	-3%	1.0%
- Nc1nonc1-n1nnc(C(=O)N/N=C/c2cccc(Cl)c2)c1CN1CCCCCC1
    4%	-4%	1.2%
- CN(C(=O)Cn1cc([N+](=O)[O-])ccc1=O)C1CCCCC1
    5%	-4%	0.6%
- CN(C)c1ccc(-c2cc(O)c3ncccc3c2)cc1
    6%	7%	6.7%
- CCOc1ccc(NC(=O)CC(NC(C)=O)c2ccccc2)cc1S(=O)(=O)N1CCCC1 (stereo not drawn)
    3%	-27%	1.3%
- CC1(C)C[C@H](O)[C@]2(CO)CC[C@]3(C)C(=CCC4[C@@]5(C)CC[C@H](O)C(C)(C)C5CC[C@]43C)[C@@H]2C1 (stereo partly drawn)
    3%	1%	69%
- Cc1cccc(C(=O)NCCC(=O)NCc2ccccc2F)c1
    10%	-1%	0.2%
- COc1cn(-c2ccccc2)nc1C(=O)OCC(=O)Nc1ccc(C)c(C)c1
    -2%	1%	-0.4%
- Cc1cccc(OCc2nnc(SCC(=O)N(c3ccccc3)C3CCS(=O)(=O)C3)o2)c1 (stereo not drawn)
    1%	-4%	1.7%
- Cc1cnc(NC(=O)c2cccc(S(=O)(=O)N3CCOCC3)c2)s1
    2%	0%	1.5%
- CCOC(=O)c1[nH]c(C)c(C(=O)OCC(=O)NC(C)c2ccc(F)cc2)c1C (stereo not drawn)
    7%	0%	-0.4%
- COc1ccc(C(=O)OC(C)C(=O)NC2CCCC2)cc1S(=O)(=O)N1CCOCC1 (stereo not drawn)
    0%	-5%	-0.1%
- CCOC(=O)C1=C(C)Nc2ccccc2N/C1=N\S(=O)(=O)c1ccc(Cl)cc1
    7%	2%	0.5%
- N#Cc1ccc(CN2CCN(C(=O)c3cc(C4CC4)nn3-c3ccccc3)CC2)cc1
    3%	-4%	-0.5%
- CN(Cc1nc2ccccc2c(=O)[nH]1)C(=O)c1ccc(S(=O)(=O)N2CCCC2)cc1
    2%	3%	0.4%
- CC(C)c1ccc(/C=C/C(=O)NCCCN2CCOCC2)cc1
    -1%	0%	-1.1%
- CCOc1ccc(NC(=O)CCc2c(C)noc2C)cc1OC
    7%	5%	-0.4%
- Cc1ccc(NC(=O)CN2C(=O)NC3(CCCCCCC3)C2=O)cc1C
    4%	-7%	0.6%

# Next structures.
# Value order: Rac1 GTP hydrolysis	Dengue-2 NS5 capping	RSV CPE inhibition
- CCc1ccc(C(=O)NNC(=O)c2ccc(OCC(=O)N3CCOCC3)c(OC)c2)cc1
    5%	2%	-0.7%
- O=C(CN1CCN(S(=O)(=O)c2ccc(Cl)c(Cl)c2)CC1)N1CCCCC1
    5%	2%	-0.3%
- COCCN(C(=O)CSc1nc2ccccc2o1)c1c(N)n(Cc2ccccc2)c(=O)[nH]c1=O
    2%	2%	0.3%
- COC(=O)C1CCN(CC(=O)Nc2ccc(C(=O)Nc3ccccc3OC)cc2)CC1
    7%	8%	0.8%
- CC1CCN(S(=O)(=O)c2ccc(C(=O)N3CCCCC3C(=O)O)cc2)CC1 (stereo not drawn)
    5%	-6%	0.7%
- COc1ccccc1S(=O)(=O)NCc1ccc(C(=O)N(C)Cc2ccc(F)cc2)cc1
    -5%	-5%	-0.4%
- CCCCn1c(N)c(N(CC(C)C)C(=O)CSc2ccc3c(c2)OCCO3)c(=O)[nH]c1=O
    6%	4%	-0.5%
- CCC(=O)Nc1ccc(C(=O)CN2C(=O)NC3(CCCCCC3)C2=O)cc1
    3%	-6%	-0.9%
- Cc1cc(=O)oc2cc(OC(C)C(=O)NC3(C#N)CCCCC3)ccc12 (stereo not drawn)
    4%	-4%	-0.2%
- CCOc1ccc(C(=O)NCC(=O)OCCN2C(=O)c3ccccc3C2=O)cc1OCC
    5%	4%	1.1%
- Cc1ccc(NC2=CC(=O)C(=O)c3ccccc32)c(C)c1
    2%	5%	-1.1%
- CCCCN(C(=O)c1cnc(C)cn1)c1c(N)n(CCC)c(=O)[nH]c1=O
    -1%	-15%	0.3%
- Cc1cc(OCC(=O)N(Cc2ccco2)c2c(N)n(Cc3ccccc3)c(=O)[nH]c2=O)ccc1Cl
    6%	-5%	0.8%
- CC(=O)c1ccc(S(=O)(=O)N2CCN(CCOc3ccc(Br)cc3)CC2)cc1
    0%	-11%	0.0%
- COc1ccc(N2CCN(C(=O)C3Cc4ccccc4CN3C(=O)c3ccco3)CC2)cc1 (stereo not drawn)
    11%	-7%	0.0%
- Cc1ccc(S(=O)(=O)Nc2ccc3nc(C)sc3c2)c(C)c1
    1%	-6%	0.1%
- Cc1cccc(NC(=O)c2ccccc2SCc2ccc(F)cc2)n1
    7%	-4%	0.4%
- COc1ccc(S(=O)(=O)NC(CC(C)C)C(=O)NC(C)c2cccs2)cc1 (stereo not drawn)
    3%	-7%	-0.6%
- CSCCC(NC(=O)c1ccco1)C(=O)N1CCCC(C(F)(F)F)C1 (stereo not drawn)
    5%	5%	-0.5%
- Cc1ccc(SCC(=O)Nc2oc(C)c3c(C)n[nH]c(=O)c23)cc1C
    10%	-7%	1.1%

# Next section.
# Value order: Rac1 GTP hydrolysis	Dengue-2 NS5 capping	RSV CPE inhibition
- CN(C(=O)CSc1nc2sc3c(c2c(=O)n1C)CCC3)C1CCS(=O)(=O)C1 (stereo not drawn)
    7%	-1%	1.6%
- O=C(CN1C(=O)NC2(CCCCCCC2)C1=O)Nc1ccc(Cl)cc1
    2%	-3%	0.5%
- O=C(CCCN1C(=O)NC2(CCCC2)C1=O)Nc1ccc(F)cc1
    6%	-4%	0.3%
- Cc1cccnc1NC(=O)c1cccc(NC(=O)CC2SC(N3CCCCC3)=NC2=O)c1 (stereo not drawn)
    1%	-5%	-0.4%
- N#CC1(NC(=O)CSc2nnc(Nc3ccccc3F)s2)CCCC1
    3%	-10%	2.1%
- Cc1csc(=O)n1CC(=O)Nc1nc2ccccc2s1
    -1%	-6%	1.2%
- CCN(CC)c1ccc(S(=O)(=O)N2CCOCC2)cc1NC(=O)C1CC1
    7%	-3%	-0.1%
- CC1CCN(c2ccc(NC(=O)C3CCCN3S(=O)(=O)c3ccc(F)cc3)cc2)CC1 (stereo not drawn)
    6%	-2%	2.6%
- Cc1ccc(S(=O)(=O)CCC(=O)OCC(=O)NC(C)c2ccc(F)cc2)cc1 (stereo not drawn)
    4%	-6%	1.0%
- Cc1cccc(-n2c(SCC(=O)NCC3CCCO3)nc3ccccc3c2=O)c1C (stereo not drawn)
    7%	-4%	-0.5%
- Cc1cnc(C(=O)OCC(=O)Nc2ccc3c(c2)OCCO3)cn1
    2%	-2%	-0.2%
- CC(CCc1ccccc1)NC(=O)CN1C(=O)NC2(CCCCC2C)C1=O (stereo not drawn)
    4%	-3%	2.9%
- O=C(NN1C(=O)NC2(CCCCC2)C1=O)c1ccc(-c2ccc(Cl)cc2)o1
    12%	3%	28%
- O=C(OCC(=O)N1CCOCC1)c1ccc2ccccc2c1
    7%	-4%	2.4%
- O=C(OCC(=O)N1CCc2ccccc21)c1ccc([N+](=O)[O-])cc1
    2%	-1%	1.8%
- O=C1C=C(c2cccc(Cl)c2O)C[C@@H](c2ccc(Cl)cc2)C1
    13%	-14%	5.7%
- COc1ccc(OCCOC(=O)C(C)NS(=O)(=O)c2ccc(NC(C)=O)cc2)cc1 (stereo not drawn)
    5%	-7%	0.1%
- CCCNC(=O)C(Cc1ccccc1)NC(=O)c1ccc(-c2ccccc2)cc1 (stereo not drawn)
    -3%	-10%	-1.0%
- O=C(OCCc1cc2ccccc2c(=O)o1)c1ccc2c(c1)OCO2
    14%	-5%	2.9%
- Cc1ccc(NC(=O)COc2ccccc2C(=O)NCc2ccccc2)cc1
    7%	-7%	-0.4%

# Not a retest: an excerpt of the list.
# Value order: Rac1 GTP hydrolysis	Dengue-2 NS5 capping	RSV CPE inhibition
- O=C(OCCc1cc2ccccc2c(=O)o1)c1ccc2c(c1)OCO2
    14%	-5%	2.9%
- Cc1ccc(NC(=O)COc2ccccc2C(=O)NCc2ccccc2)cc1
    7%	-7%	-0.4%

# Other entries follow.
# Value order: Rac1 GTP hydrolysis	Dengue-2 NS5 capping	RSV CPE inhibition
- Cc1nn(C)c(C)c1NC(=O)COc1ccc(Cl)cc1Br
    5%	-5%	0.1%
- CN(CC(=O)Nc1ccc(Cl)cc1)CC(=O)Nc1cccc2ccccc12
    2%	7%	19%
- CN(C)S(=O)(=O)c1ccc(N2CCCC2)c(C(=O)NNC(=O)COc2cccc(F)c2)c1
    0%	0%	-0.8%
- CC(=O)Nc1ccc(NC(=O)COC(=O)/C=C/c2ccc3c(c2)OCO3)cc1
    2%	-5%	0.4%
- CCCCn1c(SCC(=O)NC(=O)Cc2ccccc2)nc2ccccc2c1=O
    3%	1%	-0.2%
- COc1cccc(C2=CC(=O)C[C@H](c3ccc4c(c3)OCO4)C2)c1OC
    6%	-3%	0.5%
- COc1ccc(S(=O)(=O)Nc2cc(C)on2)cc1NC(C)=O
    3%	1%	-0.2%
- Cc1c(NC(=O)CSc2nnc(-c3cccnc3)n2N)c(=O)n(-c2ccccc2)n1C
    6%	2%	0.1%
- Cc1ccc(Sc2ccc(S(=O)(=O)Nc3ccc(CC(=O)O)cc3)cc2)cc1C
    12%	2%	3.3%
- Cc1ccc(C)c(OCC(=O)NCC(C)(C)N2CCOCC2)c1
    3%	-2%	-0.6%
- CC(=O)c1cccc(NC(=O)COC(=O)c2ccc3c(c2)OCO3)c1
    3%	-3%	-0.3%
- O=C(CNc1ccc(Br)cc1)Nc1cccc(S(=O)(=O)N2CCCC2)c1
    12%	-9%	4.6%
- O=C(COC(=O)c1cc(S(=O)(=O)N2CCOCC2)ccc1Cl)NCCc1ccccc1
    6%	-8%	-0.5%
- CCCCN(C(=O)c1cc2c(s1)CCC2)c1c(N)n(CC(C)C)c(=O)[nH]c1=O
    4%	-5%	1.1%
- CCOC(=O)C1=C(COC(=O)CCc2ccccc2)NC(=O)NC1C (stereo not drawn)
    6%	-1%	2.2%
- Cc1noc(C)c1COC(=O)C1CCN(S(=O)(=O)c2ccc(F)cc2)CC1
    6%	-1%	0.6%
- O=C(Nc1ccccc1)C1CCCN(C(=O)c2ccc(F)cc2)C1 (stereo not drawn)
    6%	-9%	1.4%
- O=C(C[n+]1ccccc1)N/N=C/c1ccc(Br)cc1
    -2%	-3%	0.7%
- C[C@H](NC(=O)c1[nH]cnc1C(=O)N[C@H](C)c1ccccc1)c1ccccc1
    12%	-9%	3.6%
- CC(C)C(NC(=O)c1ccc(C(C)(C)C)cc1)C(=O)Nc1ccc(N2CCOCC2)cc1 (stereo not drawn)
    1%	-4%	0.3%

# Further results
# Value order: Rac1 GTP hydrolysis	Dengue-2 NS5 capping	RSV CPE inhibition
- COc1cc(C(=O)NNC(=O)CN2C(=O)NC3(CCCC3)C2=O)cc(OC)c1OC
    6%	-2%	0.6%
- O=C(COC(=O)C1CC2CCCC(C1)C2=O)NNC(=O)c1ccccc1Br (stereo not drawn)
    3%	-3%	-0.4%
- CC(C)c1ccc(CCNC(=O)CCNS(=O)(=O)c2ccc(Br)cc2)cc1
    2%	3%	0.2%
- O=C(COC(=O)/C=C/c1cccc([N+](=O)[O-])c1)Nc1ccc(Cl)cn1
    2%	-1%	0.5%
- Cc1ccc(C(=O)c2ccccc2C(=O)OCC(=O)N2C(C)CCCC2C)cc1 (stereo not drawn)
    4%	-4%	0.1%
- COc1cc(C(=O)Nc2ccc(C)cn2)ccc1OCC(=O)N1CCOCC1
    8%	-8%	1.5%
- O=S(=O)(Nc1ccccc1F)c1ccc(Cl)nc1
    17%	4%	-0.4%
- Cn1nc(C(=O)NNC(=O)C(CCC(N)=O)NS(=O)(=O)c2ccc(Cl)cc2)c2ccccc2c1=O (stereo not drawn)
    7%	-7%	0.1%
- O=C(CN1CCN(C(=O)c2cccc(-n3cnnn3)c2)CC1)Nc1ccccc1Cl
    2%	3%	-0.5%
- CN(Cc1cccs1)C(=O)c1cccc(S(=O)(=O)N2CCCCCC2)c1
    3%	7%	1.8%
- NS(=O)(=O)c1ccc(CCNC(=O)C2CC(=O)N(Cc3ccccc3Cl)C2)cc1 (stereo not drawn)
    1%	7%	-0.1%
- N#Cc1ccccc1OCC(=O)OCC(=O)Nc1ccc2c(c1)OCO2
    4%	3%	1.9%
- CN(CC(=O)Nc1ccc(F)c(F)c1F)C(=O)c1ccc2c(c1)NC(=O)CS2
    -5%	-9%	0.9%

# Some of these compounds in order of the RSV CPE inhibition value, smallest number first:
mol	Rac1 GTP hydrolysis	Dengue-2 NS5 capping	RSV CPE inhibition
COc1cn(-c2ccccc2)nc1C(=O)OCC(=O)Nc1ccc(C)c(C)c1	-2%	1%	-0.4%
CCCCn1c(SCC(=O)NC(=O)Cc2ccccc2)nc2ccccc2c1=O	3%	1%	-0.2%
COc1ccc(OCCOC(=O)C(C)NS(=O)(=O)c2ccc(NC(C)=O)cc2)cc1 (stereo not drawn)	5%	-7%	0.1%
Cc1ccc(SCC(=O)Nc2oc(C)c3c(C)n[nH]c(=O)c23)cc1C	10%	-7%	1.1%
COc1cc(OC)cc(-c2c(-c3cccs3)c3cc(Br)ccc3n2C)c1	8%	-2%	5.5%

# The list is partial. The share of hits here may be higher or lower than overall.
